# VEEV TC-83 Vero: inhibitors of VEEV TC-83 cytopathic effect, confirmation, Vero cells (AID 588727); Vero cells, VEEV TC-83 cytopathic effect inhibition; higher % means a stronger effect; inhibition, % at 20 µM; hits with a dose series show IC50 in µM; 350,000 tested, 0.13% active; in the data active = a potency from the dose series; inconclusive = inhibition mostly from about 14% at the one dose, without a potency; inactive = the rest, 99 in 100 with inhibition below about 12%; also: strong numbers were not always called active
# H1N1 NS1A inhibition: H1N1 influenza NS1A inhibitors, functional cell based assay (AID 504329) | NS1A functional cell-based assay, percent inhibition; higher % means a stronger effect | one-dose inhibition, % at 12.5 µM; IC50 in µM for titrated hits | 340,000 tested, 0.3% active; in the data active = a potency from the dose series; inconclusive = inhibition above about 27% without an active follow-up result; also: strong numbers were not always called active
# M. tuberculosis HTS: M. tuberculosis growth inhibition, HTS (AID 449762). M. tuberculosis H37Rv growth inhibition, 7H9 media; higher % means a stronger effect. inhibition, % at 25 µM; hits with a dose series show IC50 in µM. 330,000 tested, 0.59% active; in the data active = a potency from the dose series; inconclusive = inhibition above about 70% without an active follow-up result;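 also: bacterial growth assessed after seven days of incubation; strong numbers were not always called active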
# tuberculosis growth: growth inhibition of non-replicating M. tuberculosis (AID 488890). Mycobacterium tuberculosis non-replicating, growth inhibition; higher % means a stronger effect. inhibition, % at 25 µM; hits with a dose series show IC50 in µM. 320,000 tested, 0.39% active; in the data active = a potency from the dose series; inconclusive = inhibition mostly from about 82% at the one dose, without a potency; inactive = the rest, 99 in 100 with inhibition below about 76%;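 also: plate controls were DMSO cells for no effect and high antibiotic wells for full effect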
# PhoP GFP inhibition: PhoP regulon inhibitors, Salmonella typhi PhoP promoter GFP reporter, confirmatory (AID 1850). Salmonella Typhi PhoP-promoter GFP reporter, fluorescence, 4 h; higher % means a stronger effect. inhibition, % at 50 µM, or IC50 in µM where a hit was titrated. 310,000 tested, 0.33% active; in the data active = a potency from the dose series; inconclusive = inhibition mostly from about 25% at the one dose, without a potency; inactive = the rest, 99 in 100 with inhibition below about 19%;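 also: 0% = induced wells with vehicle and 100% = uninduced wells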
# VEEV TC-83 Vero 10K pilot screen: recorded beside VEEV TC-83 Vero, whose call it bears; inhibition, %; measured here: 10K pilot screen inhibition
# An asterisk follows results filed as active; i = inactive; ? = inconclusive; / = not tested or not shown.
SMILES,VEEV TC-83 Vero,H1N1 NS1A inhibition,M. tuberculosis HTS,tuberculosis growth,PhoP GFP inhibition,others
CC[C@H](C)[C@@H](C(=O)NCCCCCCCCCCC(=O)N1CCNCC1)n1cc(CCCCCN)nn1,0.1%,-2%,1%,54%,2%,
Cc1cc(=O)oc2cc(OCC(=O)OC(C)C(=O)NC3CCCC3)ccc12 (centres undefined),1.1%,-2%,-4%,-13%,-3%,
O=C(Nc1ccccc1Br)C1CCCN1S(=O)(=O)c1cccc2nsnc12 (centres undefined),0.6%,-8%,2%,14%,-3%,
COc1ccc(N(CC(=O)NC2CCCCC2)C(=O)c2ccc(C)s2)c(OC)c1,1.2%,-3%,2%,6%,2%,
CS(=O)(=O)N1CCC(C(=O)NCc2ccco2)CC1,0.1%,-3%,1%,-11%,12%,
COc1ccc(C(=O)N[C@H](C(=O)Nc2nc3c(s2)CCCC3)C(C)C)cc1,1.3%,0%,50%,33%,3%,
COCCCNC(=O)C1=CCN(S(=O)(=O)c2ccc(OC)cc2)CC1,0.8%,0%,5%,0%,0%,
Cc1ccc(S(=O)(=O)Nc2ccc3cc([N+](=O)[O-])ccc3c2[N+](=O)[O-])cc1,8.3%,6%,/,/,/,
CC(=O)Nc1ccc2nc(NC(=O)CN3CCOCC3)sc2c1,1.1%,20%,2%,9%,2%,
CC1CCC(NC(=O)c2ccc(-n3cncn3)c([N+](=O)[O-])c2)CC1 (centres undefined),2.3%,-13%,-3%,5%,-1%,
N#CC1=C(N)SC(N)=C(C#N)C1c1ccc([N+](=O)[O-])cc1,0.1%,1%,-2%,-11%,-4%,
Cc1cc(C)cc(NC(=O)NCc2nnc(SCc3ccccc3)n2C)c1,0.2%,-5%,3%,21%,1%,
COc1cc(NC(=O)CSc2nncn2C)cc(OC)c1OC,0.7%,-8%,-1%,-8%,6%,
CC(=O)Nc1ccc(S(=O)(=O)NCc2ccc(C(=O)NCCCN3CCC(C)CC3)cc2)cc1,1.2%,0%,2%,-4%,0%,
CCOC(=O)[C@@H]1[C@H]2COc3ccccc3[C@@H]2N2C(=O)N(c3ccc(C(F)(F)F)cc3)C(=O)[C@@]12C,i,-3%,11%,30%,/,
COc1cccc(-c2cc(C(=O)N/N=C/c3ccc(OC)c(COC(C)=O)c3)c3ccccc3n2)c1,10%,-13%,0%,-2%,-5%,
O=C(Cn1nc(C(F)(F)F)c2c1CCCC2)NCCN1CCOCC1,1.6%,3%,-7%,-9%,5%,
O=C(NC1CCC(CC2CCC(NC(=O)C(Cl)Cl)CC2)CC1)C(Cl)Cl (centres undefined),i,-4%,1%,25%,-6%,
Cc1[nH][nH]c(=O)c1C(c1ccc(-c2ccc(Cl)c(C(=O)O)c2)o1)c1c(C)[nH][nH]c1=O,1.0%,12%,/,/,/,
Oc1ccc(C[C@H]2CNC(=S)N2CCc2cc(C(F)(F)F)cc(C(F)(F)F)c2)cc1,0.1%,0%,-7%,-1%,9%,VEEV TC-83 Vero 10K pilot screen=1.3

# Next section (two carried over from the part before).
SMILES,VEEV TC-83 Vero,H1N1 NS1A inhibition,M. tuberculosis HTS,tuberculosis growth,PhoP GFP inhibition,others
Cc1[nH][nH]c(=O)c1C(c1ccc(-c2ccc(Cl)c(C(=O)O)c2)o1)c1c(C)[nH][nH]c1=O,1.0%,12%,/,/,/,
Oc1ccc(C[C@H]2CNC(=S)N2CCc2cc(C(F)(F)F)cc(C(F)(F)F)c2)cc1,0.1%,0%,-7%,-1%,9%,VEEV TC-83 Vero 10K pilot screen=1.3
CC(=O)Nc1cccc(C(=O)Nc2nc(C)cs2)c1,1.0%,4%,-7%,5%,2%,
COCCCN1C(=O)C(=O)/C(=C(/O)c2ccc(S(=O)(=O)N3CCOCC3)cc2)C1c1ccc(OC)cc1 (centres undefined),0.1%,5%,1%,3%,-4%,
Cc1ccc(C)c(NC(=S)c2nc3ccccc3s2)c1,0.7%,-7%,6%,?,-10%,
O=C(COC(=O)COc1ccccc1Cc1ccccc1)Nc1cccnc1Cl,0.7%,-4%,-5%,7%,-2%,
CCOc1ccc2nc(N/C(N)=N/C(=S)Nc3cccc(OC)c3)nc(C)c2c1,10%,7%,?,11%,4%,
O=C(CSc1nnc2ccccn12)c1ccccc1,1.4%,0%,-4%,/,3%,
O=C(C[C@@H]1C/C=C\C[C@H](NC(=O)OCC2c3ccccc3-c3ccccc32)C(=O)OC[C@H]2CCCN2C1=O)N[C@H](CO)Cc1ccccc1,3.7%,-24%,?,?,/,
Cc1ccccc1C(=O)NC1CCN(C(=O)Nc2ccccc2Cl)CC1,0.0%,8%,0%,-10%,5%,
CN(Cc1ccccc1)C(=O)c1cccc(NC(=O)c2ccco2)c1,0.1%,7%,-13%,5%,1%,
COCCNC(=O)C(c1ccc(C)o1)N(C(=O)Cn1nnc2ccccc21)c1ccccc1 (centres undefined),i,-15%,3%,54%,-2%,
O=C(c1ccc(COc2c(F)c(F)c(F)c(F)c2F)o1)N1CCN(Cc2ccc3c(c2)OCO3)CC1,0.6%,9%,2%,17%,3%,
CCOc1ccc(/C=N/N2C(C)CCCC2C)cc1 (centres undefined),2.1%,-9%,1%,-25%,-7%,
COc1ccc(OC)c(/C=N/NC(=O)CNC(=O)c2ccc(S(=O)(=O)N3CCCC3)cc2)c1,0.7%,6%,-5%,-11%,-9%,
CCC(C)c1ccccc1OCCCCN1CCCC1 (centres undefined),1.3%,-6%,5%,17%,-15%,
COc1ccc(C(=O)NCCCNC(=O)c2ccco2)cc1OC,0.5%,-1%,3%,-17%,8%,
O=C(/C=C/c1cccs1)Nc1ccc(Br)cn1,5.2%,-6%,1%,67%,-8%,
O=C(/C=C/c1ccncc1)c1ccc(NC(=O)c2ccccc2F)cc1,?,-9%,?,?,21%,
COc1ccc(Cn2nnnc2C(c2cc3cc(C)cc(C)c3[nH]c2=O)N2CCOCC2)cc1 (centres undefined),5.6%,3%,5%,-3%,7%,VEEV TC-83 Vero 10K pilot screen=6.2
O=C1C=CC(=Nc2ccc3c(c2)C(=O)c2ccccc2-3)O1,i,3%,/,/,/,
CCCCn1c(N)c(N(CCC(C)C)C(=O)c2ccc3c(c2)OCCO3)c(=O)[nH]c1=O,10%,-8%,0%,-11%,-6%,

# Sorted by molecular weight (low to high): part of the list above
SMILES,VEEV TC-83 Vero,H1N1 NS1A inhibition,M. tuberculosis HTS,tuberculosis growth,PhoP GFP inhibition,others
O=C(CSc1nnc2ccccn12)c1ccccc1,1.4%,0%,-4%,/,3%,
O=C1C=CC(=Nc2ccc3c(c2)C(=O)c2ccccc2-3)O1,i,3%,/,/,/,
COCCNC(=O)C(c1ccc(C)o1)N(C(=O)Cn1nnc2ccccc21)c1ccccc1 (centres undefined),i,-15%,3%,54%,-2%,

# Further records follow.
SMILES,VEEV TC-83 Vero,H1N1 NS1A inhibition,M. tuberculosis HTS,tuberculosis growth,PhoP GFP inhibition,others
O=C(NCCOc1ccccc1)c1n[nH]c(=O)c2ccccc12,1.1%,0%,0%,-13%,-7%,VEEV TC-83 Vero 10K pilot screen=1.6
Cc1nc2ccccc2c(=O)n1/N=C/c1cccs1,7.7%,0%,-3%,-2%,3%,
COCCN(CCOC)C(=O)CSc1ccc(S(=O)(=O)N2CCN(C)CC2)cn1,0.9%,-11%,-12%,-7%,/,
COc1ccc(NC(=O)c2c(C(F)(F)F)nn(C)c2SCc2ccccc2Cl)cc1,i,1%,4%,20%,4%,
O=C(Cn1ncc2c3ccccc3n(Cc3cccc(Cl)c3)c2c1=O)NCc1ccccn1,i,-3%,0%,24%,-44%,
c1ccc(-c2nnc(CSc3nnc(-c4ccncc4)n3Cc3ccco3)o2)cc1,i,3%,8%,-10%,-5%,
O=C(Nc1cc(S(=O)(=O)N2CCOCC2)ccc1O)c1ccco1,i,12%,1%,18%,-11%,
NCCc1nnc(SCc2ccccc2)o1,i,-6%,-3%,14%,-3%,
CC(=O)NCCOc1c(C)cc(S(N)(=O)=O)cc1C,0.6%,1%,5%,2%,-15%,VEEV TC-83 Vero 10K pilot screen=0.8
CC(=O)c1cccc(NC(=S)Nc2cccc3ccccc23)c1,6.0%,-5%,-27%,36%,-7%,
Cc1ccc(NC(=O)CCNS(=O)(=O)c2ccc(Br)cc2)cc1S(=O)(=O)N1CCOCC1,4.8%,-6%,-8%,-8%,3%,
O=C(OC1CCOC1=O)c1cc(-c2cccs2)nc2ccccc12 (centres undefined),0.5%,-1%,-2%,-2%,1%,
COc1ccc(CN2C3CCCC2CC(NC(=O)/C=C/c2ccccc2)C3)cc1 (centres undefined),0.2%,-5%,3%,31%,-4%,
CNc1ccccc1C(C)(C)c1ccn[nH]1,0.2%,-1%,-1%,-2%,2%,
CCCCCCCc1c(C#N)c(N)[nH]c(=S)c1C#N,1.8%,/,-1%,-14%,6%,
O=C(c1ccc2ccccc2c1)C1CCCN(C(=O)c2noc3c2CCCC3)C1 (centres undefined),i,1%,12%,9%,-2%,
C#CCSc1ncc(-c2ccccc2)cn1,2.4%,-16%,?,36%,8%,
COCCCN(C(=O)CCOc1ccc(C)cc1)c1c(N)n(Cc2ccccc2)c(=O)[nH]c1=O,i,0%,-2%,27%,-5%,
CCOc1ccccc1NC(=O)CCC(=O)Nc1ccc2nc(N3CCN(C)CC3)cc(C)c2c1,3.1%,7%,-1%,11%,-5%,
Cc1ccc(-c2nc(CS(=O)CC(=O)NCCN3CCCCCC3)c(C)o2)cc1 (centres undefined),i,9%,-1%,31%,7%,

# Reprinted from the part before: 2 entries; new compounds follow.
SMILES,VEEV TC-83 Vero,H1N1 NS1A inhibition,M. tuberculosis HTS,tuberculosis growth,PhoP GFP inhibition,others
CCOc1ccccc1NC(=O)CCC(=O)Nc1ccc2nc(N3CCN(C)CC3)cc(C)c2c1,3.1%,7%,-1%,11%,-5%,
Cc1ccc(-c2nc(CS(=O)CC(=O)NCCN3CCCCCC3)c(C)o2)cc1 (centres undefined),i,9%,-1%,31%,7%,
O=C(Nc1ccc(S(=O)(=O)N2CCCCC2)cc1)C1CCN(C(=O)c2ccc(F)cc2)CC1,4.2%,-13%,30%,24%,-6%,
COc1ccc(NC(=O)C(=O)NCC2CCCN2S(=O)(=O)c2ccc(C)cc2)cc1 (centres undefined),9.8%,-2%,21%,26%,3%,
Cc1ccc(C(=O)OCC(=O)c2c[nH]c3ccccc23)cc1,0.5%,4%,2%,-6%,-3%,
CCCn1c(N)c(C(=O)CSc2nnc(Cc3ccccc3)o2)c(=O)n(C)c1=O,3.2%,-2%,-6%,-1%,1%,
CCN(C(=O)c1ccc(S(=O)(=O)N2CCOCC2)cc1)C1CCS(=O)(=O)C1 (centres undefined),2.5%,-17%,/,/,/,
N#CC1C(C#N)C2CCC1C1C2N1c1ccccc1 (centres undefined),1.2%,-8%,/,/,/,
CC(=O)OC(C)(C)C#CCN1CCCC1,0.3%,23%,2%,-10%,3%,
O=c1[nH]c(CSc2ncc(-c3ccc(F)cc3)n2Cc2ccco2)nc2ccccc12,i,-11%,3%,47%,-3%,
CCOc1ccc(N(CC(=O)OC)S(=O)(=O)c2c(C)noc2C)cc1,0.6%,6%,-6%,-4%,-10%,
COC1CC(C)NC(=S)N1 (centres undefined),2.3%,-20%,2%,-1%,-4%,
COc1cc(/C=C/C(=O)N(C)CC(=O)Nc2ccccc2SC)cc(OC)c1OC,9.5%,-1%,0%,-3%,/,
O=C(OCC(=O)c1ccc[nH]1)c1ccc(Br)cc1,8.3%,-5%,5%,68%,/,
Cc1cc(C)nc(N2CCN(S(=O)(=O)c3ccc(F)cc3)CC2)n1,i,-16%,7%,0%,3%,
O=C(Cn1nc(C(F)F)cc1C(F)F)NNC(=S)Nc1ccc(F)cc1,i,20%,-3%,2%,-10%,
Cc1c(OCC(=O)NCc2ccccn2)ccc2c(-c3ccccc3)cc(=O)oc12,i,-2%,-4%,8%,12%,

# For convenience, part of the list above:
SMILES,VEEV TC-83 Vero,H1N1 NS1A inhibition,M. tuberculosis HTS,tuberculosis growth,PhoP GFP inhibition,others
CCOc1ccc(N(CC(=O)OC)S(=O)(=O)c2c(C)noc2C)cc1,0.6%,6%,-6%,-4%,-10%,
COC1CC(C)NC(=S)N1 (centres undefined),2.3%,-20%,2%,-1%,-4%,
COc1cc(/C=C/C(=O)N(C)CC(=O)Nc2ccccc2SC)cc(OC)c1OC,9.5%,-1%,0%,-3%,/,
O=C(OCC(=O)c1ccc[nH]1)c1ccc(Br)cc1,8.3%,-5%,5%,68%,/,
Cc1cc(C)nc(N2CCN(S(=O)(=O)c3ccc(F)cc3)CC2)n1,i,-16%,7%,0%,3%,
O=C(Cn1nc(C(F)F)cc1C(F)F)NNC(=S)Nc1ccc(F)cc1,i,20%,-3%,2%,-10%,
Cc1c(OCC(=O)NCc2ccccn2)ccc2c(-c3ccccc3)cc(=O)oc12,i,-2%,-4%,8%,12%,
